Screening results (PubChem BioAssay)
TEAD-YAP inh = TEAD-YAP interaction inhibition; AID 1259422; HEK-TIYL cells, TEAD-Gal4/YAP UAS-luciferase luminescence; hit rate 1.4% among 640,000; inhibition, % at 9.12 µM; in the data active means inhibition above about 32%;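 further: 0% = median of test compound wells and 100% = reference inhibitor wells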
GPR151 activ = activators of human GPR151 | activation, % at 11.2 µM | hit rate 1% among 650,000 | Q8TDV0 | PathHunter beta-arrestin GPR151 cells, luminescence | AID 1508602; in the data active means activation above about 4.9%;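 further: 0% = median of compound wells and 100% = cells with positive control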
Target sequence (Q8TDV0 whole entry, looked up): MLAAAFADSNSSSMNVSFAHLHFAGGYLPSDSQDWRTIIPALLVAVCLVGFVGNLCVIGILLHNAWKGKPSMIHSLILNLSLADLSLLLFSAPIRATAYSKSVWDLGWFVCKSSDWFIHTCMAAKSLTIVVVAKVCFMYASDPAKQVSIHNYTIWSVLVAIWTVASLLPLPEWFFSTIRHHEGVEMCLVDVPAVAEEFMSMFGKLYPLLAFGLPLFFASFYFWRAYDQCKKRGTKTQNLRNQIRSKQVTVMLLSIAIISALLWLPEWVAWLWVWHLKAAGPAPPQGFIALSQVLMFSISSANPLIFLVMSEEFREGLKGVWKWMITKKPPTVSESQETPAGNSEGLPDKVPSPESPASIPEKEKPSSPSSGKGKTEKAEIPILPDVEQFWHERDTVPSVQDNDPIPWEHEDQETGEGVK
FBW7 activator = activators of human E3 ligase FBW7. hit rate 0.13% among 650,000. Q969H0. normalized activity (activation), % at 26.1 µM. AlphaScreen FBW7–phospho-cyclin E peptide binding, activator screen; in the data active means normalized activity above about 1.9%;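 further: purified mutant Fbw7 with reduced substrate affinity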
MITF inh = inhibitors of human MITF; AlphaScreen MITF homodimerization, bead proximity signal; AID 1259374; hit rate 0.91% among 650,000; inhibition, % at 2.6 µM; in the data active means inhibition above about 50%;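 further: 0% = vehicle wells with protein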
Target sequence (O75030 whole entry, looked up): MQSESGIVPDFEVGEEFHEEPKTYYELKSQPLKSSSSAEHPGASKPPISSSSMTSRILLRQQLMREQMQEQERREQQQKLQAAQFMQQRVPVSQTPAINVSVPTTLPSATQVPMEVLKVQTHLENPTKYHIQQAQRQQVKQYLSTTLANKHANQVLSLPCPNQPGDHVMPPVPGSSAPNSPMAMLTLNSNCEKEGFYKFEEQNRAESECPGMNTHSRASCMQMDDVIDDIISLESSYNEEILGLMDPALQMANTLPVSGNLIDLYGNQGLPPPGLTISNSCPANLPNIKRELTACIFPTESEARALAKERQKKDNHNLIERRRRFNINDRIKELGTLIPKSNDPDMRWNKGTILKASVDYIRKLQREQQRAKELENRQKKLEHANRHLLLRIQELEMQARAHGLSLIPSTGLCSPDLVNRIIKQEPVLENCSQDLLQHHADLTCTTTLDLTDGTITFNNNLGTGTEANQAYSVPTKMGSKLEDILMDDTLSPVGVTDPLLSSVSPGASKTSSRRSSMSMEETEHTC
Active calls of the source: *.

SMILES | TEAD-YAP inh | GPR151 activ | FBW7 activator | MITF inh
CCc1ccc(S(=O)(=O)NCCNc2cc(N3CCOCC3)nc(C)n2)cc1 | -9 | 0.8 | -0.1 | -9
CC(C)OC(=O)C1CC(C)(O)C(=O)C(C(=O)OC(C)C)C1c1ccc([N+](=O)[O-])cc1 (configuration not stated) | 3 | 1.8 | 0.1 | -4
COc1ccc(C)cc1S(=O)(=O)N1CCCC(C(=O)NCC2CCCO2)C1 (configuration not stated) | 8 | 2.3 | 0.1 | 4
CCN(CC)c1nc(NCc2cccc(C(F)(F)F)c2)nc(Nc2ccc(-n3ccnc3)cc2)n1 | -6 | 2.1 | -0.1 | 2
O=C(Nc1ncnc2sc3c(c12)CCC3)c1ccc(F)cc1 | -4 | 0.3 | 0.1 | 7
O=C(c1ccc([N+](=O)[O-])cc1)N(c1ccccc1)c1ccccc1 | -9 | 0.9 | -0.1 | -4
Cc1ccn2c(=O)c(C3=Nc4ccccc4C3=O)c(O)nc2c1 | 1 | 2.6 | 0.0 | 14
COCCn1c(C)cc(C(=O)CSc2nc(C)nc3sc4c(c23)CCC4)c1C | -2 | -2.0 | 0.1 | 12
C[C@@H](O)[C@@H]1NC(=O)[C@H]2CN(C(=O)NCc3ccccc3)CCN2C1=O | -3 | -1.0 | -0.3 | 75*
CCc1nnc(-n2nc(-c3ccccc3)cc2-c2ccccc2)n1-n1c(C)ccc1C | -15 | -1.4 | 0.0 | -21
N#Cc1c(-c2ccccc2)cc(-c2ccccc2)[nH]c1=O | -38 | 0.8 | 0.0 | -5
CCN1CCN(C(=S)Nc2ccccc2F)CC1 | 0 | -0.1 | 0.0 | 0
O=C(Nc1ccccc1)Nc1cnn(-c2cccc(-c3n[nH]c(-c4ccncc4)n3)c2)c1 | 2 | 0.7 | 0.6 | 36
Cc1ccc(C)c(NC(=O)CN2C(=O)NC3(CCCc4sccc43)C2=O)c1 (configuration not stated) | -1 | 1.2 | 0.0 | -9
FC(F)(F)c1ccc(Nc2nc(NCc3ccccc3)c3[nH]cnc3n2)cc1 | -2 | -0.2 | 0.1 | 12
O=C(NCc1ccco1)/C(=C\c1cccs1)NC(=O)c1ccsc1 | 1 | -0.3 | -0.2 | -8
Cc1[nH]nc2c1C1(C(=O)N(Cc3ccccc3)c3ccccc31)C(C#N)=C(N)O2 (configuration not stated) | 13 | 0.0 | -0.1 | 8
COC(=O)c1cccc([N+](=O)[O-])c1C(=O)Nc1c(C)n(C)n(-c2ccccc2)c1=O | -10 | -0.9 | -0.1 | 1
CCC(C)NC(=O)CN(c1ccc(OC)c(Cl)c1)S(C)(=O)=O (configuration not stated) | 3 | -0.5 | 0.0 | 9
COc1cc2nc(C3CCC3)n(NC(=O)C3CCCC(OC)C3)c(=O)c2cc1OC (configuration not stated) | -2 | 0.2 | 0.0 | -4

Ordered by count of non-hydrogen atoms (rising): part of the list above.
SMILES | TEAD-YAP inh | GPR151 activ | FBW7 activator | MITF inh
O=C(Nc1ncnc2sc3c(c12)CCC3)c1ccc(F)cc1 | -4 | 0.3 | 0.1 | 7
Cc1ccc(C)c(NC(=O)CN2C(=O)NC3(CCCc4sccc43)C2=O)c1 (configuration not stated) | -1 | 1.2 | 0.0 | -9
Cc1[nH]nc2c1C1(C(=O)N(Cc3ccccc3)c3ccccc31)C(C#N)=C(N)O2 (configuration not stated) | 13 | 0.0 | -0.1 | 8

Remaining list, next part:
SMILES | TEAD-YAP inh | GPR151 activ | FBW7 activator | MITF inh
N#Cc1cc2c(cc1C#N)Sc1cc(C#N)c(C#N)cc1S2 | 11 | 1.1 | 0.0 | 7
CCSc1nnc(NC(=O)COC(=O)/C=C/c2ccc([N+](=O)[O-])cc2)s1 | -4 | -0.1 | 0.1 | 10
O=C(/C=C/c1ccco1)NC(=S)Nc1cccc(NC(=O)c2ccco2)c1 | -7 | 0.0 | 0.1 | 13
O=C(NNC(=O)c1ccc[nH]1)Nc1cccc(C(F)(F)F)c1 | -39 | -0.9 | -0.3 | -6
OCCNc1cc(-c2ccc(N3CCOCC3)nc2)ncn1 | -14 | -0.2 | 0.0 | 9
CCN1C(=O)/C(=C/c2c(NCCCO)nc3ccccn3c2=O)SC1=S | -8 | -0.4 | 0.2 | 14
COc1cc(C(=O)Nn2cnc3ccccc3c2=O)cc(OC)c1OC | -7 | 1.2 | -0.1 | 1
CCOC(=O)C(Cc1ccc(C#N)cc1)(NC(C)=O)C(=O)OCC | 4 | -0.9 | -0.1 | 1
COc1ccc(C(C[N+](=O)[O-])C2C(=O)NC(=O)NC2=O)cc1OC (configuration not stated) | -2 | -0.8 | -0.3 | 23
CCN(CC)c1ncnc2sc(C)c(C)c12 | -10 | 0.0 | 1.4 | 9
O=C1c2cccc3cccc(c23)C(=O)N1/N=C/c1ccccc1O | -13 | 0.0 | -0.1 | 7
COc1ccccc1CNC(=O)c1ccc2c(=O)n(CCc3ccccc3)c(=S)[nH]c2c1 | -9 | 0.5 | -0.1 | 7
CC(C)Cn1c(=O)[nH]c2nc(-c3cccc(C(N)=O)c3)cnc21 | -5 | 1.1 | 0.2 | -4
COc1ccc(NC(=O)c2cc3nc(-c4ccc(Cl)c(Cl)c4)cc(C(F)(F)F)n3n2)c(OC)c1 | -9 | -1.9 | -0.1 | 3
Nc1nonc1C(=O)N/N=C/c1ccc(OCC(=O)O)cc1 | -9 | -4.6 | -0.1 | 11
C/C(CC(=O)NCc1ccco1)=N\NC(=O)c1ccc(C)cc1 | -45 | 0.6 | 0.1 | 12
O=C(NC1CC1)c1cc2c(Cl)nc3ccccc3c2s1 | -11 | -1.3 | 0.5 | 24
CSc1ccccc1C(=O)NC(C)Cc1cccs1 (configuration not stated) | -6 | -0.9 | 0.1 | -7
COc1ccc(N2C(=O)CC(NCc3ccccc3Cl)C2=O)cc1 (configuration not stated) | 5 | 0.6 | -0.1 | 49
COc1ccc(CCNC(=O)C(=O)Nc2ccc(F)cc2F)cc1 | -14 | 0.7 | -0.1 | -2
O=C(CC1C(=O)N(c2ccccc2)C(=O)N1Cc1ccco1)Nc1ccc(F)cc1 (configuration not stated) | -9 | -0.5 | 0.0 | 5
CCN1CCN(CCCNC(=O)c2cc3c(=O)oc4ccccc4c3s2)CC1 | 8 | 0.0 | -0.2 | -7
N#Cc1ccc(C(=O)OCc2nc3ccccc3s2)cc1 | -1 | -1.4 | 0.2 | 3
NC(=O)C1CCCN(c2nc(-c3ccc(F)cc3)cs2)C1 (configuration not stated) | -2 | 1.4 | 0.3 | 8
CN(Cc1ccccc1)C(=O)C1c2ccccc2C(=O)N(C)C1c1c[nH]c2ccccc12 (configuration not stated) | 4 | -0.6 | -0.2 | -5
NS(=O)(=O)c1ccc(N2C(=O)/C(=C\c3cccnc3)SC2=S)cc1 | 7 | 1.6 | -0.3 | 7
CC(NC(=O)c1cccnc1)c1nnc2n1CCN(Cc1ccsc1)CC2 (configuration not stated) | -8 | -0.8 | 0.2 | -9
Cc1ccc(NC(=O)CCCOc2ccccc2)c(C)c1 | -13 | 0.0 | 0.4 | 3
O=C(Nc1ccc(S(=O)(=O)N2CCc3ccccc32)cc1)c1ccc([N+](=O)[O-])cc1 | 0 | 1.0 | -0.4 | -37
CC(=O)Nc1ccc(C(=O)N2CCc3ccccc3C2)cc1 | 5 | 0.7 | 0.0 | 3
O=[N+]([O-])c1ccc(-c2cn3c4ccccc4n(Cc4ccccc4)c3n2)cc1 | 2 | 4.7 | -0.1 | 4
CCN(CC1CCCO1)C(=O)c1cc(COc2ccc(OC)cc2Cl)on1 (configuration not stated) | -2 | 1.2 | 0.0 | 3
COc1ccc(C(=O)Oc2ccc3c(c2)C(C)=CC(C)(C)N3)cc1OC | -1 | 0.7 | 0.1 | 3
Cc1ccc(C)c(N2CC(C(=O)Nc3cccc(C(=O)O)c3)CC2=O)c1 (configuration not stated) | 6 | 0.4 | 0.0 | 9
COc1cc(Nc2nc(NCc3cccnc3)c3ncn(Cc4ccc(C(F)(F)F)cc4)c3n2)cc(OC)c1OC | -24 | 1.8 | 0.0 | -11
Clc1ccc(C2Oc3ccc(Br)cc3C3CC(c4cccs4)=NN32)cc1 (configuration not stated) | -19 | 0.5 | -0.1 | -3
O=C(Cn1nc(Cl)nc1Cl)Nc1ccccc1 | 3 | -0.8 | 0.0 | -1
O=C(CSCc1ccccc1)Nc1nnc(SCC(=O)N2CCCCCC2)s1 | 2 | -1.5 | -0.1 | 8
CCOc1ccc2[nH]c(=O)c(CN(CCO)C(=O)c3cccs3)cc2c1 | 3 | 1.1 | 0.0 | 2
CCc1cccc(CC)c1NC(=O)C1CCN(S(=O)(=O)c2cccc3nonc23)CC1 | 0 | -1.1 | 0.1 | 9
O=S(=O)(Nc1cc(Cl)cc(Cl)c1)c1cc(Cl)ccc1Cl | -4 | 0.8 | 0.1 | 23
Cc1ccc([N+](=O)[O-])cc1N(CC(=O)O)S(C)(=O)=O | 5 | -0.6 | -0.1 | 7
O=S(=O)(NCc1ccc2c(c1)OCO2)c1cccc(S(=O)(=O)N2CCCCC2)c1 | -4 | -0.9 | 0.0 | 8
Cc1oc(-c2ccc(OC(C)C)cc2)nc1Cn1c(=O)n(CC2CCCO2)c(=O)c2ccccc21 (configuration not stated) | -20 | -2.2 | -0.1 | 7
Cc1ccc(-c2nc(NC(=O)c3cccc(Oc4ccccc4)c3)sc2-c2ccccc2)cc1 | 6 | 1.5 | -0.1 | -2
CCn1c(=O)c2sccc2n2c(CCCC(=O)NC3CC3)nnc12 | 3 | 1.6 | 0.0 | -2
CC(C)(C)OC(=O)NNC(=S)NC1CCCCC1 | 1 | -1.0 | 0.0 | 13
Cc1ccccc1C(=O)Nc1ccc2oc(-c3ccc(F)cc3Cl)nc2c1 | 1 | 1.4 | -0.2 | 4
C=CCn1c(SCc2cccc(F)c2)nc2cc(C(=O)N3CCC(C(N)=O)CC3)ccc2c1=O | 3 | 0.8 | 0.0 | 11
c1ccc(-c2noc(-c3cc(-c4ccncc4)nc4ccccc34)n2)cc1 | -2 | 0.6 | -0.1 | 10

Next section:
SMILES | TEAD-YAP inh | GPR151 activ | FBW7 activator | MITF inh
CCNc1[nH]c(=S)nc2sc3c(c12)CCN(C)C3 | 0 | 1.0 | 0.1 | 16
CN(C)Cc1cc(C(C)(C)C)cc(C(C)(C)C)c1O | -7 | 0.9 | 0.1 | -3
COc1ccc(-c2c(N)n[nH]c2-c2ccccc2)cc1OC | 6 | 3.0 | 1.5 | 7
CC1CN(c2ccc([N+](=O)[O-])c(N3CCCCC3)c2)CCN1S(=O)(=O)c1ccccc1 (configuration not stated) | 1 | 0.7 | -0.2 | -2
CCOC(=O)NC(=S)Nc1ccc(Cl)cn1 | -14 | 1.8 | 0.3 | 18
CCSCCOC(=O)C1=C(C)NC2=C(C(=O)C(C(=O)OC)C(C)C2)C1c1cccc(Cl)c1Cl (configuration not stated) | 1 | 0.9 | 0.2 | 5
CC(C)NC1CCCc2c1[nH]c1ccc([N+](=O)[O-])cc21 (configuration not stated) | 49* | 0.6 | 0.0 | 30
Cc1c(CC(=O)O)c(=O)oc2cc3oc4c(c3cc12)CCCC4 | 0 | 0.1 | 0.1 | -21
O=C(CN1CCN(CC(=O)c2ccco2)CC1)Nc1ccccc1F | -10 | 0.7 | -0.4 | 66*
CCC(C(=O)Nc1ccc(C(=O)O)cc1)c1ccccc1 (configuration not stated) | 2 | 0.7 | 0.0 | 4
NC(=O)C1CCCN(Cc2ccc(F)cc2)C1 (configuration not stated) | -3 | 0.0 | 0.8 | 19
O=C1C(Cl)=C(NCC(O)c2ccc([N+](=O)[O-])cc2)C(=O)c2ccccc21 (configuration not stated) | 16 | 2.4 | -0.1 | 17
O=C1NCCN(c2ccc(Oc3ccccc3)cc2)N1 | 4 | 0.1 | 0.1 | -3
O=C1C(=O)N(c2ccccc2)C(c2cccc([N+](=O)[O-])c2)/C1=C(/O)c1ccccc1 (configuration not stated) | 0 | 1.7 | 0.0 | 12
c1ccc(Sc2ncnc3nc[nH]c23)nc1 | 16 | -0.7 | 0.0 | 6
C[C@@H]1C[C@@H](CC(=O)N2CCC(c3ccnc(-c4ccccc4)n3)CC2)NC(=S)N1 | 7 | -0.1 | 0.0 | -8
O=C(c1ccncc1)N(c1ccc2oc(=O)sc2c1)S(=O)(=O)c1cccs1 | 12 | 0.3 | 0.3 | -32
CC(=O)Nc1ccc(S(=O)(=O)Nc2ccc(-c3cn4cccnc4n3)cc2)cc1 | 0 | 0.3 | 0.1 | 14
CCCN(CCC)S(=O)(=O)c1ccc(N)cc1 | 6 | 0.4 | 0.0 | 2
Cc1ccc(-c2nc3sc4c(c3c(=O)n2N)CCCC4)cc1 | -74 | -0.3 | -0.1 | -3

By substructure: the compounds so far with a furan ring, fused or not.
SMILES | TEAD-YAP inh | GPR151 activ | FBW7 activator | MITF inh
O=C(NCc1ccco1)/C(=C\c1cccs1)NC(=O)c1ccsc1 | 1 | -0.3 | -0.2 | -8
O=C(/C=C/c1ccco1)NC(=S)Nc1cccc(NC(=O)c2ccco2)c1 | -7 | 0.0 | 0.1 | 13
C/C(CC(=O)NCc1ccco1)=N\NC(=O)c1ccc(C)cc1 | -45 | 0.6 | 0.1 | 12
O=C(CC1C(=O)N(c2ccccc2)C(=O)N1Cc1ccco1)Nc1ccc(F)cc1 (configuration not stated) | -9 | -0.5 | 0.0 | 5
Cc1c(CC(=O)O)c(=O)oc2cc3oc4c(c3cc12)CCCC4 | 0 | 0.1 | 0.1 | -21
O=C(CN1CCN(CC(=O)c2ccco2)CC1)Nc1ccccc1F | -10 | 0.7 | -0.4 | 66*
